Source: PubChem (National Center for Advancing Translational Sciences (NCATS))
USP2a inh: inhibitors of human ubiquitin-specific protease USP2a; AID 463254; 330,000 compounds, 0.01% hits; O75604; USP2 core, Ub-CHOP2 coupled fluorogenic reporter, 485/531; Potency, µM (doses to about 38.3 µM), without a hit: at the highest dose activity change, negative = inhibition, hits mostly inhibitors;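 further: potency means the concentration at half of the fitted maximal effect; plate controls were DMSO wells for no effect and full inhibition by NEM control for full effect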
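USP2 core (10nM final) preincubated 30min RT with compound in 20mM Tris-HCl pH 8.0, 2mM CaCl2, 2mM beta-mercaptoethanol, 0.05% CHAPS; 25nM Ub-CHOP2 plus 25nM reporter substrate added, fluorescence (Ex485/Em531) read after 60min.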
FBPA coupling cs: counter-screen for Giardia aldolase inhibitors: coupling enzyme system. coupling enzyme system counterscreen, AmpLite Red fluorescence. activity change, negative = inhibition, % at 58.2 µM, hits read low. 290,000 compounds, 0.67% hits; in the data active means activity change below about -30%; further: on the % scale 0 is the no-effect control and ±100 the full control effect
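Compounds tested against the coupling enzymes alone at 57.5 uM final; readout was AmpLite Red fluorescence (525/598 nm) after 20 min at RT.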
Giardia killer: kills Giardia lamblia; Giardia lamblia trophozoite viability; activity change, % at 7.66 µM, hits read low; 340,000 compounds, 0.15% hits; in the data active means activity change below about -80%; inconclusive means between about -30% and that limit;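 further: parasites exposed to compound for two days anaerobically before the ATP read; on the % scale 0 is the no-effect control and ±100 the full control effect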
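ATP-content bioluminescence gauges trophozoite survival. Cells (100/well) receive compound and incubate anaerobically for 48 hrs at 37 deg C; detection reagent follows for 15-30 min at room temperature.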
Menin-MLL TR inh: inhibitors of human menin-MLL interaction, mutant MLL peptide. O00255. 270,000 compounds, 0.23% hits. AID 1768. Menin + Texas Red MLL mutant peptide, fluorescence polarization. Potency, µM (titrated, usually from 61.6 µM), for the others: top-dose FP activity change, negative = inhibition, most hits filed as inhibitors; active means well fitted inhibition curve with a large enough effect in the polarisation, with a control signal flat, not every such curve was filed as active; inconclusive means small, poorly fitted or top-dose-only effect, or effect the other way, or a change in a side signal; inactive means no such curve, though single readings can be large or run the other way; the % refers to the polarisation; further: potency means the concentration at half of the fitted maximal effect; % of control where 0% means no effect; many of its hits are not listed in these tables
PKM2 act: activators of human pyruvate kinase M2; AID 1631; Potency, µM (highest dose often 57.5 µM), inactives show at the top dose activation, hits mostly activators; 260,000 compounds, 0.34% hits; P14618; purified PKM2, Kinase-Glo ATP luminescence, activation; response scale: 0% is enzyme alone, no compound; further: potency means the concentration at half of the fitted maximal effect; on the % scale 0 is the no-effect control and ±100 the full control effect; nearly all actives have a fitted effect of over 55% in size
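hPK-M2, >95% pure; 0.1 mM ADP / 0.5 mM PEP final; imidazole pH7.2 buffer w/ 7 mM MgCl2, 50 mM KCl; 1 h RT; Kinase-Glo lum. Intermediate enzyme activity for dual inhibitor/activator qHTS.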
CXXC DNA block: MLL CXXC-DNA interaction inhibition. AID 2662. Potency, µM (doses to about 115 µM), for the others: at the highest dose activity change, negative = inhibition, actives largely listed as inhibitors. MLL-CXXC / FITC-HOXA9 DNA fluorescence polarization. 290,000 compounds, 0.037% hits; active means well fitted inhibition curve with a large enough effect in the polarisation, with a control signal flat, not every such curve was filed as active; inconclusive means small, poorly fitted or top-dose-only effect, or effect the other way, or a change in a side signal; inactive means no such curve, though single readings can be large or run the other way; the % refers to the polarisation; further: potency means the concentration at half of the fitted maximal effect
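Steps: dispense CXXC domain solution (7 uM) → pin compounds or unlabeled HOX-A9 DNA control → 5 min ambient → add FLSN-HOX-A9 solution (50 nM) → spin → 30 min ambient → fluorescence polarization. Tris pH 7.5/NaCl/DTT/BSA buffer.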
KCNH2 3.1 inh: blocks the human KCNH2 3.1 channel isoform; U2OS KCNH2 3.1, thallium flux FluxOr; hits give low values; activity change, % (tested at about 1.8 µM); 340,000 compounds, 0.95% hits; AID 720553;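 active means maximum activity change below -70%; inconclusive means maximum activity change from -70% to -50%; inactive means maximum activity change above -50%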;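 further: thallium influx rate constant from kinetic fluorescence after stimulation buffer; on the % scale 0 is the no-effect control and ±100 the full control effect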
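U2OS cells transduced with KCNH2 3.1 mutant virus (1.77 x 10^8 /mL, 4 h), plated overnight at 37 C, loaded 45 min with FluxOr dye plus Red40 quencher. Thallium flux rate constant from kinetic reads after stimulation buffer, normalised to controls.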
B2AR arrestin: agonists driving beta-arrestin recruitment to human beta2-adrenergic receptor. 330,000 compounds, 0.02% hits. AID 492947. Potency, µM (highest dose often 46.1 µM), for inactives: at the top dose activation, usual class: activators. beta-arrestin recruitment to beta2AR, cell-based reporter;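 further: potency means the concentration at half of the fitted maximal effect; 0% = DMSO controls and full agonism = EC100 isoproterenol or metaproterenol; nearly all actives have a fitted effect of over 65% in size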
hERG WT inh: KCNH2 (human, wildtype) channel inhibition | Q12809 | U2OS, BacMam KCNH2, thallium flux FluxOr; hits give low values | activity change, % at 1.84 µM | 340,000 compounds, 0.37% hits | AID 720551;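 active means maximum activity change below -70%; inconclusive means maximum activity change between -70% and -50%; inactive means maximum activity change above -50%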; further: on the % scale 0 is the no-effect control and ±100 the full control effect
Target sequence (Q12809 whole entry, looked up): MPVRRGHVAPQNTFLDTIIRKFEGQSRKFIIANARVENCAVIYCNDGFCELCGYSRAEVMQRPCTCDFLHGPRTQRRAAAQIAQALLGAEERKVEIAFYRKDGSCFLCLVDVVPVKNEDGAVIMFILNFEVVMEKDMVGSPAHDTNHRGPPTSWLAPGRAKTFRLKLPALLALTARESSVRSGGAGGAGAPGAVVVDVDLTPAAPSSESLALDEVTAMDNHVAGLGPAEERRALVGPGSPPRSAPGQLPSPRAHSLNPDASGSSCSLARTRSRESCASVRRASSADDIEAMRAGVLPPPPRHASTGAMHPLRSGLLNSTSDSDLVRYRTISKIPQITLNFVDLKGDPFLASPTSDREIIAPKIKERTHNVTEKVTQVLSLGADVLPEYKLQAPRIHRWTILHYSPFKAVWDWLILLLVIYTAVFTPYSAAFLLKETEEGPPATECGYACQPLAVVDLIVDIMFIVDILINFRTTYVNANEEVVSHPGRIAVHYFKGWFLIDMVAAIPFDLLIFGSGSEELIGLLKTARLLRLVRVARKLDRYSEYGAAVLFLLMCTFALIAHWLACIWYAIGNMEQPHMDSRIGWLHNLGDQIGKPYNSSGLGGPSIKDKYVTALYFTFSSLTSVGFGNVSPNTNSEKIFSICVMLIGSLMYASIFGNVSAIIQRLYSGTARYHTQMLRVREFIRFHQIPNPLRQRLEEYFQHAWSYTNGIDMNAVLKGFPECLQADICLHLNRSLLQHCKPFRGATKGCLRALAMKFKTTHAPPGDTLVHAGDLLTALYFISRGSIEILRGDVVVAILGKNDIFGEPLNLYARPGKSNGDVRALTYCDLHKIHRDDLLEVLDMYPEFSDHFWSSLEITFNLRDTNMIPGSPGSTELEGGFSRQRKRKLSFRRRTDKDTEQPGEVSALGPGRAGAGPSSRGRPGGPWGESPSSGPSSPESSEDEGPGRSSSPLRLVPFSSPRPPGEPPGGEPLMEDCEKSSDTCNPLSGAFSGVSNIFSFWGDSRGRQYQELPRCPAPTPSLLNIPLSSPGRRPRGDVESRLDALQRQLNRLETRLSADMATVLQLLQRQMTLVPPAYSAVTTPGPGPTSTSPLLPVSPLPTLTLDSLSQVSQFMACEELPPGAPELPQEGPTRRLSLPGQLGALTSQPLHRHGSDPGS
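U2OS cells transduced with wild-type KCNH2 virus are loaded with FluxOr dye for 45 min, and thallium flux is measured in kinetic reads before and after stimulation buffer. Rate constants are normalized to DMSO controls.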
TRPV1 ag: human TRPV1 agonism | Q8NER1 | TRPV1-expressing cells, Fluo-8 calcium influx, agonist mode | activation, % at 8.33 µM | 320,000 compounds, 0.19% hits; in the data active means activation above about 80%; inconclusive means between about 30% and that limit; further: 0% is about no effect
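Cells expressing TRPV1 were dye-loaded with Fluo-8 and read kinetically: 10 s baseline, 3 min after compound (agonist portion), then 2 min after EC20 capsaicin (allosteric enhancer portion). Calcium-bound dye fluorescence at 480/520 nm.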
GALK inhibitor: inhibitors of human galactokinase. Purified GALK, Kinase-Glo residual ATP luminescence. Potency, µM (titrated, usually from 57.5 µM), inactives show top-dose activity change, negative = inhibition, hits mostly inhibitors. 270,000 compounds, 0.007% hits; further: potency means the concentration at half of the fitted maximal effect; on the % scale 0 is the no-effect control and ±100 the full control effect
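Human GALK (5 nM) with 35 uM ATP and 100 uM galactose in 20 mM HEPES pH 8.0, 5 mM MgCl2, 60 mM NaCl, 1 mM DTT, 0.01% BSA. After 1 h at room temperature, leftover ATP was read by Kinase-Glo Plus luminescence.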
Active calls of the source: *; ? = inconclusive; . = no result given; [ ] = remark or other dose. Unless noted, the call rests on the fitted dose curve; in most records, active means well fitted curve in the direction sought with a large enough effect; inconclusive means small, poorly fitted or top-dose-only effect, or another doubt; inactive means no such curve, though single readings can be large; an effect the other way counts as inactive or inconclusive.

Values run as follows: USP2a inh, FBPA coupling cs, Giardia killer, Menin-MLL TR inh, PKM2 act, CXXC DNA block, KCNH2 3.1 inh, B2AR arrestin, hERG WT inh, TRPV1 ag, GALK inhibitor
1	Cc1ccc2cc(CN(CC3CCCO3)C(=S)Nc3ccccc3)c(=O)[nH]c2c1 (stereo not given)
  -3%, -1, 22, 2%, 0%, 1%, 16, -0.3%, 17, 24, 10%
2	CC(C)OC(=O)CSc1nc2ncccc2[nH]1
  5%, 0, 2, 5%, -1%, 3%, 5, -0.1%, -5, 4, 3%
3	Cc1ccc(Nc2nnc(SCC(=O)Nc3ccccc3[N+](=O)[O-])s2)cc1
  -7%, 0, -21, ?, 3%, 10%, -27, 0.5%, 2, ?, -1%
4	Cc1ccc(-c2nc(C(=O)O)cs2)cc1
  7%, 11, 2, 1%, -1%, -2%, 27, 0.0%, -13, 5, 0%
5	CCCc1cc(C(=O)Nc2ccccc2C(=O)OC)no1
  1%, 1, -7, 17%, 1%, 0%, 1, -0.3%, -3, 5, -2%
6	Cc1[nH]n(-c2ccccc2)c(=O)c1-c1ccc(Cl)cc1
  5%, 1, -21, 9%, -12%, 14%, -11, 0.2%, 4, 2, -1%
7	COc1cc(CNCc2ccc(OC)c(OC)c2OC)cc(OC)c1
  3%, 3, -1, -5%, -7%, 2%, -5, -1.8%, 4, 6, -2%
8	CC(=O)c1ccc(OC(C)C)c(Cc2c(O)nc(N)[nH]c2=O)c1
  -2%, 1, -15, 5%, 2%, -5%, -18, -0.3%, -22, 12, 1%
9	Cn1c(SCC(=O)N2CCN(c3cccc(Cl)c3)CC2)nnc1-c1ccncc1
  1%, 0, 0, 6%, 1%, 17%, -14, 0.3%, 18, 4, 0%
10	CCOC(=O)c1c(C)oc2cc(Br)c(OC(C)C(=O)OCC)cc12 (stereo not given)
  4%, -2, -28, -4%, -7%, -1%, 15, 0.4%, 11, 14, 3%
11	O=C(NC12CC3CC(CC(C3)C1)C2)c1ccc(COc2ccc(Cl)cc2[N+](=O)[O-])o1
  -4%, -3, -18, ., -10%, 3%, ?, -0.7%, -17, ., -2%
12	O=C(NCCCN1CCCC1=O)C1CCN(S(=O)(=O)c2ccc(F)cc2)CC1
  2%, ., 0, ., ., ., 11, 0.1%, -6, 0, .
13	NCCn1c(-c2ccccc2)cc(C(=O)O)c1-c1ccccc1F
  2%, 6, 6, 0%, 5%, -4%, 6, -0.8%, 11, 0, .
14	O=C(COC(=O)c1ccc(Br)o1)Nc1cccc(S(=O)(=O)N2CCCCCC2)c1
  0%, 1, -8, 13%, 2%, 16%, 9, 0.0%, 3, 5, -3%
15	CC(Sc1nnnn1C)C(=O)NC1CCCc2ccccc21 (stereo not given)
  1%, -2, 14, 7%, 5%, 5%, -4, -0.9%, 1, -1, 6%
16	COc1ccc(CC(=O)Nc2cc(C)ccc2O)cc1OC
  13%, -2, 3, ., -1%, -5%, 1, -1.6%, 1, ?, 0%
17	Cc1ccc2nc(N3CCN(c4ccccc4F)CC3)c(C=O)c(=O)n2c1
  -8%, -1, -1, ?, -2%, 0%, -8, -0.2%, 16, 10, -1%
18	CCc1ccc(-c2cn3nc(C)c(C)nc3n2)cc1
  4%, -1, -17, 9%, 0%, -3%, 16, -0.4%, -15, 26, 0%
19	COC(=O)CSc1nc(-c2ccccc2)nc2ccccc12
  -12%, 6, -1, 24%, -1%, 5%, -4, 0.3%, 3, 23, 11%
20	Cc1[nH]nc2c1C(C1CC=CCC1)C(C#N)=C(N)O2 (stereo not given)
  -2%, 1, -13, -18%, 2%, 2%, 30, 0.0%, -1, 0, -3%
21	COc1ccccc1C1CC(=O)Oc2cc(OC)c(OC)c(OC)c21 (stereo not given)
  2%, -5, -5, -14%[94.6 µM], ., ., -11, -1.8%, -3, ., .
22	COc1ccc(C(C)=O)c(Oc2nc(CN3CCOCC3)nc3scc(-c4cccs4)c23)c1
  8%, 0, 13, 4%, 0%, -1%, -9, -0.2%, 6, 15, 1%
23	COc1ccccc1/C=N/NC(=O)CC(=O)NC1CCCCC1
  7%, -10, 0, 10%, 5%, 2%, 13, 0.0%, -14, 1, -3%
24	CC(=O)c1cccc(N(CC(=O)Nc2ccccc2C(=O)N2CCCC2)S(C)(=O)=O)c1
  3%, 0, 16, 15%, 1%, -4%, 12, 0.4%, -2, 2, -5%
25	COc1ccc(-n2cc(-c3ccccc3)c3c(NN4CCOCC4)ncnc32)cc1
  -4%, 4, 0, ?, -5%, 7%, 4, -1.9%, -2, 11, 4%
26	CC(NC(=O)c1ccc(CS(C)(=O)=O)cc1)c1ccc(-n2ccnc2)cc1 (stereo not given)
  2%, ., -9, ., -7%, -1%, -7, -0.2%, -7, 0, -8%
27	Cc1nc(CCNS(=O)(=O)c2cccs2)cs1
  -1%, 5, -19, 17%, 11%, 0%, 4, 0.2%, -1, -2, -3%
28	CCc1ccc(-c2csc(NC(=O)c3cccnc3)n2)cc1
  0%, -1, -13, -1%, -4%, 1%, -32, 2.5%, -11, 17, .
29	Cc1cccc2c(=O)n3c(nc12)CCCCC3
  -2%, 4, 11, -15%, 3%, -12%, 4, -1.9%, -9, 3, -1%
30	O=C(CSc1nnnn1-c1ccccc1)Nc1nc(-c2ccccc2)ns1
  -5%, 7, -12, ?, 2%, 2%, -11, -0.1%, -6, 1, -7%

A few values from above:
O=C(NC12CC3CC(CC(C3)C1)C2)c1ccc(COc2ccc(Cl)cc2[N+](=O)[O-])o1 in B2AR arrestin: -0.7%
CC(C)OC(=O)CSc1nc2ncccc2[nH]1 in FBPA coupling cs: 0
Cc1ccc(Nc2nnc(SCC(=O)Nc3ccccc3[N+](=O)[O-])s2)cc1 in PKM2 act: 3%
CCCc1cc(C(=O)Nc2ccccc2C(=O)OC)no1 in FBPA coupling cs: 1

Three entries already listed, arranged by the number in Menin-MLL TR inh, falling.
no.	SMILES	Menin-MLL TR inh
14	O=C(COC(=O)c1ccc(Br)o1)Nc1cccc(S(=O)(=O)N2CCCCCC2)c1	13%
10	CCOC(=O)c1c(C)oc2cc(Br)c(OC(C)C(=O)OCC)cc12 (stereo not given)	-4%
29	Cc1cccc2c(=O)n3c(nc12)CCCCC3	-15%

Remaining list, next part.
Values run as follows: USP2a inh, FBPA coupling cs, Giardia killer, Menin-MLL TR inh, PKM2 act, CXXC DNA block, KCNH2 3.1 inh, B2AR arrestin, hERG WT inh, TRPV1 ag, GALK inhibitor
31	CCOC(CNC(=O)Cc1c(C)nc2c(-c3ccccc3)c(C)nn2c1C)OCC
  -1%, 6, 11, -3%, -2%, -4%, ., 0.3%, -31, 1, 0%
32	Cc1nn(Cc2c(F)c(F)c(F)c(F)c2F)c(C)c1NC(=O)c1nn(C)c(C)c1Br
  0%, ., ?, ., -5%, 13%, -3, -2.1%, -4, 5, -2%
33	CC1=C(C(=O)NCc2ccccc2)C(c2cccs2)n2ncnc2N1 (stereo not given)
  -1%, 1, 9, 4%, -4%, 5%, 1, -0.7%, -4, 2, 0%
34	Cc1ccc(C23CC4CC(CC(C(N)=O)(C4)C2)C3)cc1
  -1%, 2, -2, -10%, -11%[11.5 µM], 3%, -5, -0.3%, 3, 4, 1%
35	CCCCS(=O)(=O)Nc1ccc(N2CCOCC2)c(S(=O)(=O)N2CCOCC2)c1
  0%, 1, 4, -5%, 1%, -5%, -4, -0.3%, 2, -3, 3%
36	COc1cccc(C(c2c(N)n(C)c(=O)n(C)c2=O)C(C)[N+](=O)[O-])c1 (stereo not given)
  10%, 0, 11, ., 0%, 14%, -4, -0.4%, -3, 0, 0%
37	OC(c1ccccc1)(c1ccccc1)C1CCN(C(=S)NC2CCCC2)CC1
  1%, 4, -12, -28%, -1%, 7%, -7, -0.1%, -3, 0, 0%
38	CCOC(=O)C1CCCCN1Cc1ccc(OC)c(OC)c1 (stereo not given)
  -1%, 2, 48[activator], ., -2%, 6%, -12, -0.9%, 2, 2, 5%

Not all compounds are listed (hit frequency here may not be typical).
